# GSK3beta inhib: blocks human GSK3beta kinase activity; GST-GSK3beta kinase, ADP-Glo luminescence, 60 min; active compounds read low; AID 2097; activity score (negative = inhibition), % at 10 µM; 300,000 tested, 0.038% active;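 active means more than half of replicate wells score below -50%, meaning over 50% inhibition versus plate controls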;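 further: 0% = median DMSO wells and -100% = median GW8510 positive control wells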
# Target sequence (P49841 whole entry, looked up): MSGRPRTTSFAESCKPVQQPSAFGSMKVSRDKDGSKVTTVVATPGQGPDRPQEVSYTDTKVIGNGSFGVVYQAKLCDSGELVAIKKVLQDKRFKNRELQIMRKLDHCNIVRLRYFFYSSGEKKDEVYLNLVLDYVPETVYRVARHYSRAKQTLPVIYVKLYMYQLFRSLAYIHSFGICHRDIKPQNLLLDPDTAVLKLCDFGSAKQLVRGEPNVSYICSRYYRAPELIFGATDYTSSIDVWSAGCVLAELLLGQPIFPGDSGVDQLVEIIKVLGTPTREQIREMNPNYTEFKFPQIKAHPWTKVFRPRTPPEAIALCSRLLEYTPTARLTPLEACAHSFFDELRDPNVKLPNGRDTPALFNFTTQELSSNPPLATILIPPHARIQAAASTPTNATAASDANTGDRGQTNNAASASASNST
#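 Test system – GST-tagged human GSK3beta kinase, cell-free · Incubation – 60 min enzyme reaction, room temperature · Signal – ADP-Glo luminescence · Also added – peptide substrate and ATP at 25 µM · Controls – DMSO neutral wells and GW8510 at 20 µM as positive · Buffer or medium – Tris/MgCl2 kinase buffer · Measure – Luminescence-derived activity versus plate DMSO and GW8510 wells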
# KLF5 inhibitor: suppresses KLF5 promoter-driven expression; DLD-1 KLF5 promoter-luciferase reporter, luminescence; inhibition, % at 5 µM; 290,000 tested, 0.23% active; AID 1700;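 active means inhibition above a per-plate limit of that plate's mean compound inhibition plus 3 SD, cut at about 60% in these data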;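 further: 0% = DMSO wells and 100% = LY294002 at 200 µM; higher means less KLF5 promoter-driven luciferase light; inactives centre near -14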
# aSyn 5UTR inh: MLPCN primary screen, SNCA 5' untranslated region; alpha-synuclein 5'UTR reporter, inhibitor activity; inhibition, % (tested at 7.5 µM); 300,000 tested, 0.82% active; AID 1813; in the data active means inhibition above about 60%;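 further: H4 neuroglioblastoma cells stably carrying SNCA 5'UTR luciferase fusion; 0% = DMSO wells and 100% = positive control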
# Platelet DG rel: modulates dense granule release in human platelets | inhibition, %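 (compounds screened at 7.5 µM in platelet-rich plasma)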 | human platelet-rich plasma, SFLLRN dense granule ATP release, luminescence | 300,000 tested, 0.22% active;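 active means mean replicate score, as percent of positive control, at or above 50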
# HSF1 activator: increases HSF-1 driven luciferase reporter signal; NIH3T3-HGL HSF-1 luciferase reporter, MG132, 8 h; 100% = twice DMSO control signal; activation, % at 9 µM; 300,000 tested, 1.7% active;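 active means mean replicate activation of at least 50% with a set share of replicates each reaching 50%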;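 further: 0% = median of the neutral control wells and 100% = twice that signal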
# Dyrk1A ADPGlo: blocks rat Dyrk1A kinase activity. inhibition, % at 12.5 µM. ADP-Glo luminescence, NFATc1 peptide. AID 504441. 310,000 tested, 0.43% active. Q63470; in the data active means inhibition above about 50%;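 further: plate controls were vehicle with enzyme for no effect and no enzyme for full effect; many of its hits are not listed in these tables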
# HSF1 inh: HSF1 inhibition. NIH3T3-HGL HSE-luciferase, MG132-induced, luminescence 8 h; active compounds read low. activity change, negative = inhibition, % at 7.5 µM (by protocol). 300,000 tested, 0.77% active;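 active means more than half of replicate wells show activity change below -50%, luminescence cut by over half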;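 further: luciferase reports HSF-1 transcriptional activity via heat shock element; 0% = median of DMSO wells and -100% = zero luminescence signal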
# GSK3 alpha inh: blocks human GSK-3 alpha kinase | ADP-Glo luminescence, 60 min | inhibition, % at 10 µM | P49840 | AID 2650 | 320,000 tested, 0.1% active;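 in the data active means inhibition above about 50%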;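 further: GST-tagged GSK-3 alpha with peptide substrate and 25 µM ATP; 0% = DMSO neutral wells and 100% = GW8510 positive control wells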
# Target sequence (P49840 whole entry, looked up): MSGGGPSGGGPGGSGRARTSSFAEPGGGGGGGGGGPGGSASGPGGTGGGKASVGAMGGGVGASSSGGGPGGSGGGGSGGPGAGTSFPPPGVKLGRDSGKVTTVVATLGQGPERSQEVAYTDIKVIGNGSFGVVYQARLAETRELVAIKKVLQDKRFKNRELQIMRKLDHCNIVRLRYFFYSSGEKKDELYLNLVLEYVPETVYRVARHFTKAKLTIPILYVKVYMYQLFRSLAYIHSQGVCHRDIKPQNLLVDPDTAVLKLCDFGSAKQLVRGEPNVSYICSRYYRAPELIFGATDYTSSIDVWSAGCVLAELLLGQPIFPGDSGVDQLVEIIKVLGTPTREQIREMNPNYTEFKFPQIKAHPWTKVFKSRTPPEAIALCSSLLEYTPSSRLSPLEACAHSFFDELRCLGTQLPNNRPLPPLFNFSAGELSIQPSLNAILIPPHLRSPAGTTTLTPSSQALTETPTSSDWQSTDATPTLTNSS
# IEC-6 cytotox: kills IEC-6 intestinal cells in KLF5 counter-screen; IEC-6 cytotoxicity, luminescence viability; inhibition, % at 5 µM; 290,000 tested, 0.78% active; AID 1825; in the data active means inhibition above about 22%;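 further: 0% = plate median of test compound wells and 100% = cytotoxic reference compound wells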
# HSP90 refold inh: blocks HSP90-mediated luciferase refolding in reticulocyte lysate | Rabbit reticulocyte lysate, luciferase refolding luminescence, 3 h | 290,000 tested, 0.91% active | AID 1789 | inhibition, % at 5.6 µM;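 active means inhibition above the screen-wide mean plus 3 SD, computed separately per campaign, cut at about 16% in these data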;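 further: 0% = DMSO wells and 100% = 60 µM geldanamycin wells; inhibitors lower the luminescence because luciferase stays unfolded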
# Numbers without * were called inactive; nt = not tested or not shown. The list is partial; count on the stated rates, not on these rows.
SMILES,GSK3beta inhib,KLF5 inhibitor,aSyn 5UTR inh,Platelet DG rel,HSF1 activator,Dyrk1A ADPGlo,HSF1 inh,GSK3 alpha inh,IEC-6 cytotox,HSP90 refold inh
CCOC(=O)CNC(=O)c1ccc2[nH]c3ccccc3c2c1,-1,-29,-31,1,8,11,-1,-1,4,0
CC(=O)Nc1cccc(-c2nc3ccccc3s2)c1C,9,-69,29,-2,-5,-1,10,-1,-2,0
O=C(CCCC(=O)c1ccccc1)NCc1ccccc1,-9,-22,16,9,-19,-2,0,1,4,1
Cc1ccc(Sc2ccc(NC(=O)CCl)cc2)cc1C,0,-13,44,3,-12,3,-4,3,18,4
CCOc1ccc2[nH]c(C)cc(=O)c2c1,2,7,5,2,2,29,-11,-1,1,2
O=C(CN1CCOCC1)Nc1ccc(Oc2ccc(NC(=O)CN3CCOCC3)cc2)cc1,0,-25,6,2,6,2,-5,-3,-8,-2
O=C(Nc1ncc(S(=O)(=O)c2ccc([N+](=O)[O-])cc2)s1)c1cccc2ccccc12,5,-31,30,-27,6,-5,-8,0,4,-3
COC(=O)c1sccc1NC(=O)Nc1ccc(OC)c(OC)c1,-2,-44,-1,25,4,-3,2,1,-4,-3
COC(=O)c1ccccc1NC(=O)NC1CCCC1,2,-31,-13,6,3,0,2,6,-4,-1
CNC(=O)CC1C(=O)N(C)C(=S)N1NC(=O)c1ccccc1 (stereo not drawn),2,8,-10,-3,-9,-5,-2,-4,0,3
COCCCNC(=O)c1ccc2c(c1)CCN2S(C)(=O)=O,0,-2,-19,-5,40,-2,7,-1,2,-2
CC(=O)N1N=C(C)CC1c1ccc(OCc2ccccc2)cc1 (stereo not drawn),0,-45,-32,9,12,-4,1,-2,2,-1
CC(Oc1cccc(Cl)c1)C(=O)Nc1cc(=O)n(C)c(=O)n1C (stereo not drawn),3,4,30,-1,7,-5,4,-1,-6,-1
Cc1cc(C)n2ncc(C(=O)Nc3ccc4c(c3)OCO4)c2n1,2,-5,-16,0,29,0,6,1,11,-1
Cc1nn(C)c(C)c1S(=O)(=O)N(CC(=O)NCc1cccs1)c1ccc(C(C)C)cc1,nt,-2,nt,nt,nt,4,nt,0,-2,-5
Nc1nc(-c2cccnc2)nn1C(=O)c1ccccc1Cl,1,-4,20,14,19,-2,0,nt,36*,-1
O=C(NCc1ccc(Cl)s1)c1cc(COc2c(F)cccc2F)on1,1,-27,5,-1,8,4,10,2,-3,-2
COc1ccc(S(=O)(=O)N2CCCCCC2)cc1C(=O)N(C)CC(=O)Nc1c(Cl)cccc1Cl,-2,nt,-16,0,1,-5,-1,7,nt,nt
CN1CCN(S(=O)(=O)c2ccc3c(c2)C(C)(C)C(=O)N3C)CC1,0,-40,-2,-1,-21,0,0,-1,2,-5
COc1ccc(-c2csc(NC(=O)c3ccc(S(C)(=O)=O)cc3)n2)cc1,-8,-89,-68,0,7,2,2,3,3,-2
O=C(NCCCN1CCN(C2CCCCC2)CC1)Nc1ccccc1C(F)(F)F,1,-29,-22,13,-3,-3,-8,-3,5,5
CCOc1ccc(CN2CCNC(=O)C2CC(=O)N(C)C2CCCCC2)cc1 (stereo not drawn),-4,-22,2,5,-3,-1,6,-1,-15,-3
CCCCS(=O)CC(COC)OC(=O)c1ccccc1 (stereo not drawn),0,-13,17,0,-1,-4,-10,12,-3,-1
Cc1ccc(C(Sc2ccccc2)C(Cn2cncn2)C(=O)c2ccccc2)cc1 (stereo not drawn),6,-9,-9,-51,-13,-10,3,-5,-6,2
Cc1cc(Br)ccc1NS(=O)(=O)c1c(C)[nH]c(=O)[nH]c1=O,-1,-10,-10,6,-24,-3,1,-4,-1,3
SMILES,GSK3beta inhib,KLF5 inhibitor,aSyn 5UTR inh,Platelet DG rel,HSF1 activator,Dyrk1A ADPGlo,HSF1 inh,GSK3 alpha inh,IEC-6 cytotox,HSP90 refold inh
O=C1CC(c2c[nH]c3ccccc23)C(=O)N1c1ccccc1 (stereo not drawn),-28,-25,-15,10,-1,-5,5,-1,1,4
NC(=O)c1ccccc1N/C=C/C(=O)c1ccccc1,-3,-103,-12,28,43,9,32,-1,2,1
COc1ccc(S(=O)(=O)NCC2CCCN(CC(C)(C)C)C2)cc1 (stereo not drawn),1,21,7,1,-1,-47,-7,-3,6,2
O=C(Nc1ccc2c(c1)OCO2)C1CC(c2ccc(F)cc2)=NO1 (stereo not drawn),2,-23,-41,-4,26,0,3,-2,-4,-6
Cc1nnc2ccc(-c3ccc(NS(=O)(=O)c4ccccc4F)cc3)nn12,-1,nt,33,4,9,3,4,-2,nt,nt
Oc1ccc(Br)cc1-c1cc(-c2ccccc2F)[nH]n1,2,6,-74,-8,3,2,1,2,8,2
O=C(CSc1nnc(Cn2c(=O)sc3ccccc32)n1-c1ccccc1)NCC1CCCO1 (stereo not drawn),1,-15,-8,0,17,8,3,2,2,1
O=C(Nc1ccc(OCC(=O)N2CCOCC2)cc1)c1cccc(Cl)c1,-5,-79,-24,-1,9,2,-1,0,-1,0
CC1=C(C(=O)OC(C)C)C(C)NC(=O)N1 (stereo not drawn),6,3,26,-2,0,0,1,3,-8,2
O=C(NCc1ccccc1F)C1CCCN(C(=O)NC2CCCCC2)C1 (stereo not drawn),-1,-3,4,-2,4,6,5,1,-4,5
CCOc1nc(NCc2ccco2)nc(Nc2ccccc2F)n1,nt,-172,-108,-3,12,-5,17,-4,7,2
CCN1CCN(C(CNS(=O)(=O)c2ccccc2)c2ccccc2)CC1 (stereo not drawn),0,-13,-6,-6,5,-5,-3,0,5,-4
O=C(CSc1nc2ccc([N+](=O)[O-])cc2[nH]1)NC1CCCCCC1,5,-8,-5,-15,30,15,28,1,2,-1
Cc1c(C(=O)Nc2ccc(-c3nnc4n3CCCCC4)cc2)oc2ccc(Br)cc12,0,-12,-24,-16,-9,1,-11,-1,-6,0
CN1CCN(Cc2cn(C)nc2-c2ccccc2F)CC1c1ccccc1 (stereo not drawn),1,-20,18,12,19,-4,6,5,-8,-6
COc1ccc(CNCc2cc3c(C(C)(C)C)nn(-c4ccccc4)c3[nH]c2=O)cc1,-6,-12,25,4,-13,2,-1,-3,0,-1
Cc1cc(S(=O)(=O)N2CCCC(N3CCOCC3)C2)c(C)cc1Cl (stereo not drawn),0,-25,-17,0,-3,1,-2,-3,-2,-5
CC(=O)NNc1ncnc2c1cnn2-c1ccc(C)c(C)c1,3,-31,-35,22,-31,-4,-21,-1,-9,5
COc1ccc(OC)c(-c2nc(CN3CCN(C(=O)c4ccco4)CC3)c(C)o2)c1,3,-17,8,0,-6,-5,-2,0,2,-5
FC(F)(F)c1cnc2c(-c3ccc(Cl)cc3Cl)noc2c1,1,-22,-15,0,-6,-1,-5,8,-6,5
COc1ccc(C(=O)Nc2cc3c4c(c2)C(C)C(=O)N4CCC3)cc1 (stereo not drawn),2,nt,-50,0,28,4,19,1,nt,nt
CC1CCC2(CC1)NC(=O)N(CC(=O)Nc1ccc3c(c1)OCCO3)C2=O (stereo not drawn),2,-84,-100,-6,1,-3,-1,-1,2,1
O=C(NC1CC1)C1=C[C@H](c2ccccc2)C[C@H](OCc2ccc(CO)cc2)O1,2,-14,-6,-9,16,8,4,-5,-4,5
CC1(c2ccccc2Cl)NC(=O)N(CC(=O)NC(=O)NCc2ccco2)C1=O (stereo not drawn),3,-2,19,3,8,6,-6,-3,4,-1
CCN(CC)CCCNC(=S)Nc1ccc(Br)cc1,-2,-22,-8,11,5,-2,0,6,0,-2
SMILES,GSK3beta inhib,KLF5 inhibitor,aSyn 5UTR inh,Platelet DG rel,HSF1 activator,Dyrk1A ADPGlo,HSF1 inh,GSK3 alpha inh,IEC-6 cytotox,HSP90 refold inh
CCN(CC)S(=O)(=O)c1ccc(N2CCCC2)c(NC(=O)Cc2c(F)cccc2Cl)c1,0,-14,-31,-10,14,10,-3,-1,-3,-3
Cc1sc2ncn(C(C)C(=O)OC3CCCCC3)c(=O)c2c1C (stereo not drawn),2,-36,-36,nt,29,0,16,-1,3,3
Cc1cc(S(=O)(=O)N2CCCOC2CNC(=O)C(=O)NCCc2ccco2)ccc1F (stereo not drawn),-1,-14,-5,-11,-6,4,-4,6,-3,-1
COc1cc(C2NC(=S)NC(c3ccccc3)=C2C(C)=O)cc(Cl)c1OCC(=O)O (stereo not drawn),2,-23,12,3,3,3,-8,-2,0,-4
O=c1[nH]c2ccccc2n2c(-c3ccccc3)nnc12,-1,0,17,10,-16,1,-7,-1,-1,-3
CCN(CC)c1ccc(NC(=O)c2cccc(C)c2)cc1S(=O)(=O)Nc1ccccc1OC,-3,-6,45,-1,4,2,0,-1,2,4
C/C(=N/NC(=O)c1ccco1)c1cccc(NC(=O)c2ccc(C)s2)c1,-1,-127,-143,2,41,0,17,6,5,8
COc1cccc(CNC(=O)CCS(=O)(=O)c2cccc3nsnc23)c1,2,-8,-14,-3,-3,4,-3,-2,-6,-3
COc1ccccc1OC(=O)c1ccc(SC)cc1OC,nt,-3,18,nt,-39,-1,-14,4,-9,-4
Cc1cc(C(=O)CS(=O)(=O)c2ccccc2)cc(C)c1O,1,-83,-85,-2,23,-4,6,-2,-2,-4
CCCN(CCC(=O)Nc1ccccc1F)CC1CC1,-1,-1,18,7,-4,-6,-2,11,-4,2
Cc1n[nH]c(C)c1S(=O)(=O)N1CCCC(C(=O)Nc2ccc3c(c2)OCCO3)C1 (stereo not drawn),3,-20,-12,0,-23,nt,-24,-1,0,4
COc1cc(NC(=O)c2cccs2)c(C(=O)OCC(=O)c2cc(C)n(-c3ccccc3)c2C)cc1OC,-3,-31,49,10,-6,-1,-4,-2,-1,0
Cc1ccc2nc(N3CCN(S(=O)(=O)c4ccc(C)c(Cl)c4)CC3)c(C#N)cc2c1,-3,-19,7,-8,12,14,4,-1,3,4
COc1ccc(C(=O)N2CCN(C(=O)Cc3ccccc3)CC2)cc1,-4,14,7,1,11,-2,0,1,7,1
C=CCN(CC(=O)NC1CCS(=O)(=O)C1)S(=O)(=O)c1ccccc1C(F)(F)F (stereo not drawn),3,-7,-1,4,2,-5,4,-2,2,2
CC(C)(C)OC(=O)N/N=C/c1cn(-c2ccccc2)nc1-c1cccnc1,-5,-29,5,-2,1,5,7,1,3,-3
CCN(CC)C(=O)c1sc(NC(=O)C(C)C)c(C#N)c1C,4,7,21,0,9,-2,2,1,2,3
COc1ccc(/C=N/Nc2nonc2N)c(OC)c1,-2,-28,44,4,-1,-6,-9,0,0,3
O=C(/C=C/c1cccs1)N1CCC2(CC1)Oc1ccc(Cl)cc1C(=O)C21CC(c2ccccc2)=NO1 (stereo not drawn),-1,nt,19,3,-17,2,4,-1,nt,nt

# Retrieved by compound from the entries so far (three):
SMILES,GSK3beta inhib,KLF5 inhibitor,aSyn 5UTR inh,Platelet DG rel,HSF1 activator,Dyrk1A ADPGlo,HSF1 inh,GSK3 alpha inh,IEC-6 cytotox,HSP90 refold inh
COc1ccc(-c2csc(NC(=O)c3ccc(S(C)(=O)=O)cc3)n2)cc1,-8,-89,-68,0,7,2,2,3,3,-2
CCOc1nc(NCc2ccco2)nc(Nc2ccccc2F)n1,nt,-172,-108,-3,12,-5,17,-4,7,2
O=C(Nc1ccc(OCC(=O)N2CCOCC2)cc1)c1cccc(Cl)c1,-5,-79,-24,-1,9,2,-1,0,-1,0

# Screening results (PubChem BioAssay)
